CHOP inhibitor: blocks CHOP induction under ER stress. 220,000 compounds, 3.8% hits. inhibition, % at 10 µM. CHO-K1 CHOP-promoter luciferase, tunicamycin-induced, 15-18 h. AID 2732;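 active = compounds that reduced the stress-induced luciferase reporter signal by more than about 70% of percent inhibition, limit read from the data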;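 note: 0% = tunicamycin plus vehicle and 100% = wells without tunicamycin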
p47phox inh: blocks human p47phox regulatory protein of NADPH oxidases; P14598; p47phox/p22phox peptide binding, fluorescence polarization, 2 h; inhibition, % at 24.7 µM; 220,000 compounds, 0.53% hits;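 active = inhibition above about 30%, limit read from the data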;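 note: 0% = p47phox with labelled peptide and 100% = labelled peptide alone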
Target sequence (P14598 whole entry, looked up): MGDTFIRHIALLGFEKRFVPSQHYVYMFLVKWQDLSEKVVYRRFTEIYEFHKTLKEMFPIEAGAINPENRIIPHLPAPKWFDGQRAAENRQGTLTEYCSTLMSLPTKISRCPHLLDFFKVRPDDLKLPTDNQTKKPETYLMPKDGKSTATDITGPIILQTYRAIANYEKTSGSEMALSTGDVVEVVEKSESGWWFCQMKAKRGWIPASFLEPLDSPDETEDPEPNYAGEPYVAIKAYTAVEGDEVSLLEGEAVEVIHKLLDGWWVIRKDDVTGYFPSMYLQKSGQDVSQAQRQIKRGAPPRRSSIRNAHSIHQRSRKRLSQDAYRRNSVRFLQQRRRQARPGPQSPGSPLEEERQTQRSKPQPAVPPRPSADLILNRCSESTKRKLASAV
The depositor's hits bear a star; & = joins results of further samples. These rows are one share of the data. The share of hits here may be higher or lower than overall.

CHOP inhibitor	p47phox inh	SMILES
22	4	Cc1cccc(Cn2c(SCCN3CCCCC3)nc3c2c(=O)[nH]c(=O)n3C)c1
-7	-12	NC(=O)CC(NC(=O)c1ccccc1)c1ccc(NCCOc2ccccc2)c([N+](=O)[O-])c1 (stereo not given)
7	1	COc1ccc(-c2ccc(N(C)C)cc2)cc1[C@H]1[C@@H]2C=CCC[C@@]2(C)C(=O)N1Cc1ccccc1
4	-12	CCCCC1=CC2=CC(=O)C(C)(OC(=O)CC)C(=O)C2=CN1CCCCO (stereo not given)
14	-15	CC#CCN1c2ccccc2[C@]23C[C@@H](C(=O)OC)N(C(=O)c4cc(C)oc4C)C2=NC(C(=O)OC)=C(C(=O)OC)[C@H]13
9	-134	O=c1c(-c2c(O)cc(O)c3c(=O)cc(-c4ccc(O)cc4)oc23)c(-c2ccc(O)cc2)oc2cc(O)cc(O)c12
36	-10	NC(=O)C1=C[C@@H](c2csc3ccccc23)C[C@@H](OCc2ccc(CO)cc2)O1
-62	9	O=C(Nc1ccc(O)c2c(=O)cc(-c3cccc(Cl)c3)oc12)c1cccc(Cl)c1
31	-7	Cc1ccc(CNC(=O)C2CC(c3cc(C(F)(F)F)cc(C(F)(F)F)c3)=NO2)o1 (stereo not given)
4	4	CN1C(C(=O)NCc2ccco2)CC2Cn3c(nc4cc(Cl)c(Cl)cc43)C21 (stereo not given)
-12	-6	COc1ccc(Cl)cc1S(=O)(=O)N1CCN(C)CC1
1	-9	COC(=O)[C@H](CCSC)NS(=O)(=O)c1ccccc1Br
-10	8	CCN1CCN(c2ncnc3c2cnn3-c2ccc(C)cc2C)CC1
22	-12	COc1cc(NC(=O)c2cncc(-c3ccc(C#N)cc3)c2)cc(C(=O)Nc2cccc(C(F)(F)F)c2)c1
1	4	CCN1CCN(Cc2ccc(NC(=O)c3ccc(C)c(NC(=O)c4ccnnc4)c3)cc2C(F)(F)F)CC1
6&5	-17	CC1=C(CC(=O)O)c2cc(F)ccc2/C1=C\c1ccc(S(C)=O)cc1 (stereo not given)
-1	-11	C[C@@H]1C=C(C(=O)NC2CC2)O[C@H](OCc2ccc(CO)cc2)C1
18	-17	CC(C)n1cnc2c(Nc3cccc(F)c3)nc(NCCO)nc21
-11	5	COc1ccccc1N1CCN(C(=O)C2CCN(S(=O)(=O)c3ccc(F)cc3)CC2)CC1
-6	-1	CC(O)[C@H]1CNC(=O)C(=O)N1CCC12CC3CC(CC(C3)C1)C2 (stereo not given in full)

In the list so far, 10 have a halogen.
CHOP inhibitor	p47phox inh	SMILES
-62	9	O=C(Nc1ccc(O)c2c(=O)cc(-c3cccc(Cl)c3)oc12)c1cccc(Cl)c1
31	-7	Cc1ccc(CNC(=O)C2CC(c3cc(C(F)(F)F)cc(C(F)(F)F)c3)=NO2)o1 (stereo not given)
4	4	CN1C(C(=O)NCc2ccco2)CC2Cn3c(nc4cc(Cl)c(Cl)cc43)C21 (stereo not given)
-12	-6	COc1ccc(Cl)cc1S(=O)(=O)N1CCN(C)CC1
1	-9	COC(=O)[C@H](CCSC)NS(=O)(=O)c1ccccc1Br
22	-12	COc1cc(NC(=O)c2cncc(-c3ccc(C#N)cc3)c2)cc(C(=O)Nc2cccc(C(F)(F)F)c2)c1
1	4	CCN1CCN(Cc2ccc(NC(=O)c3ccc(C)c(NC(=O)c4ccnnc4)c3)cc2C(F)(F)F)CC1
6&5	-17	CC1=C(CC(=O)O)c2cc(F)ccc2/C1=C\c1ccc(S(C)=O)cc1 (stereo not given)
18	-17	CC(C)n1cnc2c(Nc3cccc(F)c3)nc(NCCO)nc21
-11	5	COc1ccccc1N1CCN(C(=O)C2CCN(S(=O)(=O)c3ccc(F)cc3)CC2)CC1

Later entries
CHOP inhibitor	p47phox inh	SMILES
-61	-5	COc1cccc(-c2nnc(NC(=O)c3cccc(F)c3)o2)c1
-13	-4	COC(=O)[C@@H]1C[C@@]2(O)[C@@H](O)[C@@H](O)[C@@H](O)C[C@H]2N1Cc1ccc(C)s1
-7	-7	NCCCC[C@H]1CNC(=O)C(=O)N1CCC12CC3CC(CC(C3)C1)C2
19	7	NCCCC[C@H]1CNC(=O)C(=O)N1CCc1cc(C(F)(F)F)cc(C(F)(F)F)c1
-66	15	COc1cc(OC)c2c(C)cc(=O)oc2c1C(CCN1CCN(c2ccccc2)CC1)c1ccc2c(c1)OCO2 (stereo not given)
-6	-9	N#CCC(=O)N1CC2(CC(c3cccc(NC(=O)COc4ccc(Cl)cc4)c3)=NO2)C[C@@H]1C(N)=O (stereo not given in full)
49	-5	C=CCNC(=O)c1onc(CSc2ccc(Cl)cc2)c1C(=O)NCC=C
-14	-2	COc1ccc(C(CC(=O)N2CCCC(C)C2)c2c(OC)cc(OC)c3ccc(=O)oc23)cc1 (stereo not given)
13	-1	C=C1[C@@H](OC(C)=O)CC[C@]2(C)[C@@H]1C[C@@H]1C[C@H](OC(C)=O)C(C)=C([C@@H](OC(C)=O)[C@@H]2OC(C)=O)C1(C)C
0	2	COc1cc(OC)c2c(-c3ccccc3)cc(=O)oc2c1C(CCN1CCCCC1)c1ccc(N(C)C)cc1 (stereo not given)
15	-111	CC(=O)n1cc([C@@H]2C=C(C(=O)NCc3ccccc3)O[C@H](OCc3ccc(CO)cc3)C2)c2ccccc21
8	2	CCOC(=O)CN(C(=O)CNC(=O)c1ccco1)C(C(=O)NC1CCCCC1)c1cccc(OC)c1 (stereo not given)
59	-9	C=CCNC(=O)c1onc(CSc2cc(C)cc(C)c2)c1C(=O)NCC=C
-4	-12	CCc1ccc(Nc2n[n+](C)c(-c3ccc(C(=O)O)cc3)s2)cc1
24	-12	O=C(Nc1cccc(-c2csc(Nc3ccc(Cl)cc3)n2)c1)c1cc([N+](=O)[O-])cc(C(F)(F)F)c1
7	41*	Nc1ccc(N)c(C(=O)O)c1
8	3	COC(=O)C(CC(C)C)N1CCC(=O)c2ccccc2S1(=O)=O (stereo not given)
9	-7	COc1cc(O)cc2cc3c(c(O)c12)C(=O)CC(C)(O)O3 (stereo not given)
31	-14	Cc1ccc2oc(=O)c3cnn(CC(=O)NC4CCC(C)CC4)c3c2c1 (stereo not given)
21	-13	COc1ccc(C2/C=C\CN(C(=O)Oc3ccc(C(F)(F)F)cc3)CC(=O)N2Cc2ccc(F)cc2)cc1 (stereo not given)

Complete entries as entered above:
COc1cc(O)cc2cc3c(c(O)c12)C(=O)CC(C)(O)O3 (stereo not given) across the screens: CHOP inhibitor: 9; p47phox inh: -7
NCCCC[C@H]1CNC(=O)C(=O)N1CCc1cc(C(F)(F)F)cc(C(F)(F)F)c1 across the screens: CHOP inhibitor: 19; p47phox inh: 7
COc1ccc(C2/C=C\CN(C(=O)Oc3ccc(C(F)(F)F)cc3)CC(=O)N2Cc2ccc(F)cc2)cc1 (stereo not given) across the screens: CHOP inhibitor: 21; p47phox inh: -13

Remaining list, next part
CHOP inhibitor	p47phox inh	SMILES
2	-30	CCC(C)(C)n1nnnc1CN(Cc1cccs1)Cc1cc2cc(OC)ccc2[nH]c1=O
31	-13	CC[C@@H]1CC=C[C@H]2[C@H]1C(=O)N(Cc1ccccc1)[C@H]2c1ccc2ccccc2c1
-19	-14	C#Cc1ccc([C@@H]2C=C(C(=O)NC3CC3)O[C@H](OCCCCO)C2)cc1
68	6	CC1(C)[C@@H](O)CC[C@]2(C)C3C(O)C=C4[C@H]5C[C@@](C)(C(=O)O)CC[C@]5(C)CC[C@]4(C)[C@]3(C)CC[C@@H]12 (stereo not given in full)
-12	-6	C/C=C(\C)C(=O)N[C@@H](C)CN1C2=NC[C@H](C(C)C)N2C[C@H]1Cc1ccc(OC)cc1
-12	4	C=CC1CN(CC(=O)OC)S(=O)(=O)c2ccccc21 (stereo not given)
-5	-39	COc1ccc(C2/C=C\CN(S(=O)(=O)c3ccc(C)cc3)[C@H](Cc3ccccc3)C(=O)N2Cc2ccc(F)cc2)cc1 (stereo not given in full)
-24	-3	Cc1nc(C(=O)Nc2ccccc2)sc1C1(C)CC(c2cccc([N+](=O)[O-])c2)=NO1 (stereo not given)
29	-20	O=C(NCCn1ccc2ccccc21)c1ccc(S(=O)(=O)N2CCOCC2)cc1
10	-17	CCCCCCN(C(=O)CCCCCN1C(=O)NC(c2cccc([N+](=O)[O-])c2)C(C(=O)OCc2ccccc2)=C1C)C(C(=O)NCCCC)c1ccc(OCC(=O)OC)c(C(=O)OC)c1 (stereo not given)
25	-4	c1ccc(CN2OCC3Cn4c(nc5ccccc54)C32)cc1 (stereo not given)
-20	0	C#CCOCCOCCOCCNc1nc(N2CCN(C(=O)[C@H](CCC(=O)O)n3cc(C(N)CO)nn3)CC2)nc(N2CCN(C(=O)[C@H](CCC(=O)O)n3cc(C(N)CC(C)C)nn3)CC2)n1 (stereo not given in full)
-12	7	COC(=O)C(C)N1CCC(=O)c2ccccc2S1(=O)=O (stereo not given)
43	-13	CC(C)n1cnc2c(Nc3cccc(Cl)c3)nc(NCCCO)nc21
28	4	CCCCC1=CC2=CC(=O)C(C)(OC(=O)CC)C(=O)C2=CN1Cc1ccc(OC)cc1 (stereo not given)
16	-11	NC(=O)[C@H]1CC2(CC(c3cccc(NC(=O)[C@H]4CCC(=O)N4)c3)=NO2)CN1C(=O)c1cc([N+](=O)[O-])cc([N+](=O)[O-])c1 (stereo not given in full)
-1	-25	COc1ccc(-c2ccc(OC)c([C@H]3[C@H]4C=CC[C@@H](C)[C@@H]4C(=O)N3Cc3ccccc3)c2)cc1C
21	-28	Cc1cccc(OCc2nnc(SCc3cc(=O)n4cc(Br)ccc4n3)o2)c1
12	3	CCOC(=O)N1CCN(C(=O)CS(=O)(=O)c2cn(Cc3ccc(F)cc3)c3ccccc23)CC1
3	-16	Cc1ccc(NC(=O)c2nc[nH]c2C(=O)NCC(=O)OC(C)(C)C)cc1
22	-17	NC(=O)[C@H]1CC2(CC(c3cccc(NC(=O)CC(c4ccccc4)c4ccccc4)c3)=NO2)CN1C(=O)C(c1ccccc1)c1ccccc1 (stereo not given in full)
-21	-5	CCC(=O)Nc1cccc(C2=NOC3(C2)C[C@@H](C(N)=O)N(C(=O)C2(C)CC2)C3)c1 (stereo not given in full)
31	-7	Cc1cc(N2CCN(C(=O)c3ccco3)CC2)nc(-c2ccccc2)n1

2 entries from above, tab-delimited.
SMILES	CHOP inhibitor	p47phox inh
CCC(=O)Nc1cccc(C2=NOC3(C2)C[C@@H](C(N)=O)N(C(=O)C2(C)CC2)C3)c1 (stereo not given in full)	-21	-5
Cc1cc(N2CCN(C(=O)c3ccco3)CC2)nc(-c2ccccc2)n1	31	-7
